Compound activity from PubChem BioAssay.
DRD3 antagonist = blocks the human D3 dopamine receptor; P35462; D3R cells, DiscoveRx beta-arrestin luminescence, antagonist mode; hits give low values; max response, negative = inhibition, %; actives 2.5% (n = 360,000); AID 652054; in the data active means max response below about -50%; inconclusive means no clear call, values can overlap the other calls; further: on the % scale 0 is the no-effect control and ±100 the full control effect; mostly tested at two doses, the higher about 12 µM
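Cells expressing the human receptor were seeded at 1500 cells/well, incubated overnight at 37 degrees C in 5% CO2, then exposed to library compounds with dopamine controls for 90 minutes at 37 degrees C before luminescent detection.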
aSyn rescue = inhibitors of alpha-synuclein toxicity in yeast | Potency, µM (highest dose often 46.1 µM), for the others: at the top dose growth rescue (activation), usual class: activators | actives 0.14% (n = 370,000) | AID 652106 | Yeast expressing alpha-synuclein, growth rescue, BacTiter-Glo, 24 h; further: potency means the concentration at half of the fitted maximal effect; % of control where 0% means no effect; nearly all actives have a fitted effect of over 65% in size
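Screening used galactose-induced yeast with toxic alpha-synuclein levels, exposed to compound for 24 hr at 30 deg C. Cell growth, read with BacTiter-Glo luminescence, gave the measured signal.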
TDP43 rescue = inhibitors of TDP-43 toxicity in yeast; TDP-43 expressing yeast growth rescue, BacTiter-Glo, 24 h; Potency, µM (doses to about 46.1 µM), inactives show at the highest dose growth rescue (activation), most hits filed as activators; actives 1.8% (n = 410,000); further: potency means the concentration at half of the fitted maximal effect; % of control where 0% means no effect; nearly all actives have a fitted effect of over 50% in size
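Cell-based yeast growth screen: TDP-43 expression induced in galactose, inoculum OD600=0.02 after raffinose pregrowth to mid-log. Read-out BacTiter-Glo luminescence at 24 hr, 30 deg C; inhibition of toxicity seen as signal increase.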
FUS yeast rescue = suppressors of FUS proteinopathy in yeast; S. cerevisiae FUS-expressing, growth rescue, OD600, 24 h; Potency, µM (doses to about 76.6 µM), for the others: at the highest dose growth rescue (activation), actives largely listed as activators; actives 0.24% (n = 390,000); AID 1347120;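 further: potency means the concentration at half of the fitted maximal effect; plate controls were DMSO vehicle for no effect and reference control for full effect; nearly all actives have a fitted effect of over 55% in size; some results filed as inactive show a strong effect at the top dose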
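FUS-expressing yeast, raffinose-pregrown, induced in 2% galactose minimal medium at OD 0.005; compounds in a dilution series, 24hr at 30C. Growth restoration read as absorbance at 600 nm. CP55940 positive control, DMSO negative.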
GLP-1R agonist = activates the human GLP-1 receptor. P43220. HEK293 GLP-1R CRE-luciferase, luminescence, 4-6 h; cells express a hypersensitive GLP-1R form. Potency, µM (highest dose often 45.6 µM), for the others: top-dose activation, usual class: activators. actives 0.007% (n = 380,000); further: potency means the concentration at half of the fitted maximal effect; % of control where 0% means no effect
Target sequence (P43220 whole entry, looked up): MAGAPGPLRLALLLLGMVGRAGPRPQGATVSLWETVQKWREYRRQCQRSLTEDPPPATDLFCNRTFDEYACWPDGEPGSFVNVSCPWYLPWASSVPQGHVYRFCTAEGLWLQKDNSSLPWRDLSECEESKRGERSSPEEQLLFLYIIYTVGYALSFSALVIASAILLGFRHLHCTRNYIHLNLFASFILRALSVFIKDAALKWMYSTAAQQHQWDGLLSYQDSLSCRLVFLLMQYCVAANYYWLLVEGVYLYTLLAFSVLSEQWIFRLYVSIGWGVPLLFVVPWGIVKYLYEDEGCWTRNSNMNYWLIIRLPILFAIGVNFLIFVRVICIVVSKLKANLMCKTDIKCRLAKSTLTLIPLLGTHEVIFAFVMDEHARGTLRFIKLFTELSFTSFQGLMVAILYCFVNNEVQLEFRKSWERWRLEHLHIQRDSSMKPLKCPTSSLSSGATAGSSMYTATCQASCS
Abeta yeast res = restores growth of yeast expressing A-beta42 peptide; actives 0.063% (n = 410,000); Potency, µM (doses to about 46.1 µM), for inactives: at the top dose growth rescue, hits mostly activators; yeast expressing A-beta42, growth rescue, OD600, 48 h; response scale: 0% DMSO, 100% iron-clioquinol control; further: potency means the concentration at half of the fitted maximal effect; nearly all actives have a fitted effect of over 55% in size
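Growth rescue measured by 600 nm absorbance after 48 h yeast culture at 30 C with compound. Values normalized between DMSO and an equimolar ferric chloride plus clioquinol control.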
pAkt inh = inhibitors of Akt phosphorylation. Neuro2A IGF-stimulated pAkt S473 HTRF, 20 min; hits give low values. activity change, % for hits at 50 µM. actives 0.32% (n = 360,000). AID 651550; in the data active means activity change below about -80%; inconclusive means mostly about -51% to -80%; further: on the % scale 0 is the no-effect control and ±100 the full control effect
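Neuro2A cells in DMEM with 0.5% FBS, overnight at 37 deg C, given compound at single 50 µM final, then IGF (6 nM final) for 20 min at 37 deg C. Lysed; phospho-Akt Ser473 by HTRF after 24 h, 665/615 ratio.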
GLP-1R inv ag = GLP-1 receptor (human) inverse agonism; HEK293 GLP-1R CRE-luciferase, luminescence, 24 h; GLP-1R form is constitutively active; Potency, µM (series often up to 38.3 µM), for the others: at the highest dose activity change, negative = inhibition, actives largely listed as inhibitors; actives 1.6% (n = 410,000); AID 624417; further: potency means the concentration at half of the fitted maximal effect; on the % scale 0 is the no-effect control and ±100 the full control effect; nearly all actives have a fitted effect of over 55% in size
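Using stably transfected HEK293 (constitutively active GLP-1R, cAMP-luciferase reporter), compounds were incubated 24 hr and luciferase measured by luminescence.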
PTHR1 agonist = agonists of human PTHR1 parathyroid hormone receptor; Q03431; HEK293 GP2 PTHR1 cells, GloSensor cAMP luminescence, 1 h; Potency, µM (highest dose often 115 µM), inactives show at the top dose activation, actives largely listed as activators; actives 0.075% (n = 410,000); AID 743266; further: potency means the concentration at half of the fitted maximal effect; nearly all actives have a fitted effect of over 55% in size; some results filed as inactive show a strong effect at the top dose; inactives centre near -15; many of its hits are not listed in these tables
Target sequence (Q03431 whole entry, looked up): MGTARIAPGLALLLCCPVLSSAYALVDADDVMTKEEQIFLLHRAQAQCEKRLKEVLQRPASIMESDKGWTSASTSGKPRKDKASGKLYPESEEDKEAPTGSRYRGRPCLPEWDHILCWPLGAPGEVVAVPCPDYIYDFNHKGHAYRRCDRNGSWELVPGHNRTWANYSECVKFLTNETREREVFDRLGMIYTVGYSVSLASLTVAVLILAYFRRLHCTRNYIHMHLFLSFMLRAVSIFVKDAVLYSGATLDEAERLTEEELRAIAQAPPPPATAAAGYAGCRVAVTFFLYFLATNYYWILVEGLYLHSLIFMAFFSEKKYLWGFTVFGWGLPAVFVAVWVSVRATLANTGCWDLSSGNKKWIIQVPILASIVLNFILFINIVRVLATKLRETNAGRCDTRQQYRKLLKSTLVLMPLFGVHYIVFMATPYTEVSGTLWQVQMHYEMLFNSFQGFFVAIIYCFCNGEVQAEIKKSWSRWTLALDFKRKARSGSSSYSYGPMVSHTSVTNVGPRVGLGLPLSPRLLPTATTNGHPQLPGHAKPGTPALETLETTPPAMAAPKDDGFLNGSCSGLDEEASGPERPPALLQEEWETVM
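HEK-293-derived GP2 cells expressing PTHR1 and a GloSensor cAMP reporter, 3,000/well, plated overnight, given luciferin plus IBMX (each 0.5 mM as added) for 1 h at 37 °C, then compound for 1 h at 37 °C. Luminescence was read after 15 min at room temperature.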
* marks the source's active call; other numbers are inactive results; i = inactive; ? = inconclusive; . = no result given; [ ] = remark or other dose. Unless noted, the call rests on the fitted dose curve; in most records, active means well fitted curve in the direction sought with a large enough effect; inconclusive means small, poorly fitted or top-dose-only effect, or another doubt; inactive means no such curve, though single readings can be large; an effect the other way counts as inactive or inconclusive.

molecule,DRD3 antagonist,aSyn rescue,TDP43 rescue,FUS yeast rescue,GLP-1R agonist,Abeta yeast res,pAkt inh,GLP-1R inv ag,PTHR1 agonist
O=C1c2ccccc2C(=O)N1CCCc1nc(-c2ccccc2)no1,23.3,2.8%,-14.3%,6.1%,-2.4%,-0.7%,i,0.9%,-22.7%[57.5 µM]
Oc1ccc(N2Cc3ccccc3C2)cc1,-12.9,-6.3%,-30.0%,43.9%,7.3%,-1.0%,i,6.0%,i
COc1cccc(OC)c1C(=O)NC(=S)NCc1ccccc1,5.3,-5.5%,10.7%,27.7%,-0.6%,-12.3%,i,-14.1%,i
O=C(Nc1ccc2c(c1)OCCO2)c1cccc(S(=O)(=O)N2CCCCC2)c1,13.0,-0.5%,-8.5%,18.5%,3.7%,0.3%,i,-9.4%,-25.9%
COc1ccc(CNC(=O)CCCN2C(=O)COc3ccc(C)cc32)cc1,.,.,?,1.9%,.,-6.5%,.,-3.3%,i
CC(C)N(C(=O)Cn1c(SCC(=O)NC2CC2)nc2ccccc21)C(C)C,-7.8,-2.5%,-8.9%,-23.5%,7.4%,-6.3%,i,-9.3%,-1.3%
CCC(Cc1ccccc1)NS(=O)(=O)c1c(C)nc2scc(C)n2c1=O (stereo unspecified),-4.2,-4.0%,-11.7%,22.3%,-2.1%,-11.1%,i,5.6%,i
CC(C)[C@H](NC(=O)c1ccccc1)C(=O)OCC(=O)N1CCc2ccccc2C1,5.6,-7.1%,-18.7%,23.1%,4.2%,5.2%,i,?,-0.8%[57.5 µM]
CN(C)CCCN(Cc1cc2cc3c(cc2[nH]c1=O)OCO3)C(=S)Nc1cccc(Cl)c1,-5.6,-0.2%,-13.6%[9.22 µM],30.8%,9.9%,-6.9%,i,?,-7.3%
O=C(c1ccc(C(=O)N2CCCCCC2)cc1)N1CCCCCC1,23.7,1.5%,-1.3%,9.0%,8.0%,-10.9%,i,4.4%,25.1%[57.5 µM]
O=C(CSc1nnc(C2CC2)n1-c1ccccc1)Nc1ccc(N2CCOCC2)cc1,4.1,-0.1%,2.1%,53.5%,5.1%,-0.8%,i,-2.0%,-55.2%[inhibitor][57.5 µM]
OC(c1cc(-c2cccc(Cl)c2)nc2ccccc12)C1CCCCN1 (stereo unspecified),-8.7,-34.1%[inhibitor],-8.0%,39.4%,-4.1%,-11.6%,i,1.41µM*,-6.2%
CCOC(=O)c1cc(S(=O)(=O)Nc2ccccc2)[nH]n1,.,.,13.1%,9.1%,-2.2%,-17.6%,.,1.4%,i
CCn1c(SCC(=O)Nc2ncc(C(F)(F)F)cc2Cl)nnc1-c1cccc(C)c1,6.6,1.7%,15.9%,.,-5.7%,18.4%,i,-19.0%,0.5%
COc1ccc(CCCc2nnc(SCC(=O)Nc3nc(C)cs3)n2C)cc1,3.6,3.0%,-27.0%,18.5%,0.0%,6.4%,i,-9.7%,-20.4%
Cc1ccc(S(=O)(=O)N2C[C@H]3C(=O)C[C@@H](c4ccccc4)N(S(=O)(=O)c4ccc(C)cc4)[C@H]3C[C@H]2c2ccccc2)cc1,-3.7,4.3%,0.0%,2.3%,-5.8%,6.8%,i,7.6%,-35.6%[inhibitor]
CCOc1ccc(CNS(=O)(=O)c2ccc3[nH]c(=O)ccc3c2)cc1,.,1.3%,18.0%,-11.6%,4.2%,-8.9%,.,22.0%,i
COc1ccc2nc(NC(=O)C3CCN(S(=O)(=O)c4cnc[nH]4)CC3)sc2c1,8.7,-6.7%,9.1%,11.7%,-6.0%,6.8%,i,-3.8%,-10.1%
O=[N+]([O-])c1ccc(S(=O)(=O)NN=Cc2ccc3c(c2)OCO3)cc1,?,-6.0%,-5.2%,13.1%,17.3%,11.0%,i,8.6%,i
CCc1ccc(NC(=O)CSc2nnnn2-c2cccnc2)cc1,-0.7,-4.1%,21.0%,.,8.8%,-9.9%,i,-26.7%,-20.2%
Cc1ccc(OCC(=O)Nc2cccc3ccc(C)nc23)c(C)c1,.,.,14.9%,-18.6%,.,-11.4%,.,2.7%,-6.8%
COc1ccc(S(=O)(=O)N(CC(=O)Nc2cccnc2)c2ccccc2OC)cc1,8.1,1.8%,-12.7%,-13.4%,2.0%,4.0%,?,0.0%,i
C=CCNC(=O)C1CC(=O)N(c2ccc(OCC(=O)Nc3ccc(C)cc3)cc2)C1 (stereo unspecified),0.0,-11.2%,0.7%,17.4%,0.4%,30.1%,i,4.9%,i
COC(=O)Nc1ccc(Cc2ccncc2)cc1,-3.3,-1.3%,0.9%,.,-0.5%,-6.3%,i,0.0%,i
COc1ccc(CN(C)CC(O)COC(c2ccc(OC)cc2)c2ccc(OC)cc2)cc1 (stereo unspecified),-21.2,-0.3%,-6.6%,32.9%,21.5%,4.9%,i,?,i
CN1C(C(=O)N2CCc3ccccc3C2)=CC(c2ccc(F)cc2)=NS1(=O)=O,-9.1,1.1%,12.6µM*,36.4%,1.7%,4.0%,i,-2.1%,-6.6%
Cc1ccc2onc(CNC(=O)Nc3cc(F)ccc3F)c2c1,.,.,?,-17.1%,.,24.7%,.,?,-42.5%[inhibitor]
C/C(=N\NC(=O)c1cccnc1)c1ccc(-c2ccccc2)cc1,-3.8,-1.2%,29.2%,4.9%,4.8%,-5.7%,i,-4.3%,i
CCCOc1c(Br)cc(C2C3=C(CCCC3=O)N(CC)C3=C2C(=O)CCC3)cc1OC,0.9,-0.3%,-1.6%,38.7%,29.4%,-8.1%,i,?,-12.6%
CC1(C)CC2(CC(C)(C)N1)OC(=O)N1CCc3ccccc3C12C (stereo unspecified),14.3,2.2%,1.8%,-5.2%,1.5%,-7.1%,i,-4.0%,-9.9%
Nc1cccc(-c2nc3ncccc3o2)c1,1.8,7.1%,19.5%,-6.3%,2.6%,-5.2%,i,17.4%,i
Fc1ccc(CNC(=S)NCc2ccc(F)cc2)cc1,-4.2,1.1%,0.0%,5.9%,14.9%,?,i,?,i
O=C(Cc1ccc2ccccc2c1)Nc1ccccc1Br,-3.4,-1.5%,7.4%,-11.2%,6.6%,1.9%,i,15.0%,i
CCc1ccc(-c2cc(C(=O)Nn3cnnc3)c3ccccc3n2)cc1,-14.5,-43.4%[inhibitor],-53.2%[inhibitor],?,-12.1%,-44.2%[inhibitor],i,?,-22.1%[57.5 µM]
O=[N+]([O-])c1ccc(Sc2cc[n+]([O-])c3ccccc23)c([N+](=O)[O-])c1,?,-9.7%,2.8%,10.4%,-2.0%,-49.5%[inhibitor],i,-32.6%,i
Cc1c(C)c2cc3c(C)coc3cc2oc1=O,32.9,5.0%,7.7%,-2.4%,1.4%,-5.5%,i,34.7%[activator],-21.1%
O=C(NCCCN1CCCC1)c1ccc(CSCc2cccc(Cl)c2)o1,?,2.0%,-6.5%,15.3%,5.6%,4.5%,i,?,-12.5%[57.5 µM]
O=C(NCc1ccc(F)cc1)Nc1ccccc1,15.5,1.7%,16.5%,-15.1%,3.5%,12.8%,i,-4.3%,i
Cc1ccc(CNC(=O)Cn2nnc3ccccc3c2=O)cc1,11.8,8.4%,9.7%,-4.9%,-0.3%,16.9%,i,5.5%[0.307 µM],i
O=C(c1cc2ccccc2oc1=O)N(Cc1ccco1)Cc1cccs1,-17.5,14.5%,5.1%,15.4%,4.3%,15.5%,i,?,-9.1%[57.5 µM]
COc1ccc(S(=O)(=O)NCC(c2ccco2)S(=O)(=O)c2cccs2)cc1F (stereo unspecified),.,.,?,10.2%,.,-30.2%,.,-8.8%,i
CS(=O)(=O)N(Cc1ccc(C(=O)NC2CCCCC2O)cc1)c1ccccc1 (stereo unspecified),9.5,-1.9%,-2.8%,-14.0%,-13.8%,4.6%,i,1.9%,-8.5%[57.5 µM]
Cc1ccc(C(=O)C2=C(O)C(=O)N(c3ncccn3)C2c2ccc(Br)cc2)o1 (stereo unspecified),?,-9.0%,-13.5%,20.4%,4.9%,-49.2%[inhibitor],i,11.8%,i
Cc1cc([N+](=O)[O-])nn1Cc1noc(C(=O)NCCc2ccccn2)n1,11.1,-1.7%,11.1%,-11.3%,0.1%,2.9%,i,11.2%,-22.9%
O=C(NNC(=O)c1ccccc1O)c1ccc(-c2ccc([N+](=O)[O-])cc2)o1,-3.1,-8.9%,-9.0%,4.7%,6.1%,-15.8%,i,?,-12.3%
COc1ccc(C)cc1NC(=O)c1cc(S(=O)(=O)N2CCCCC2)ccc1N1CCOCC1,-4.1,0.8%,20.6%,?,13.1%,-7.8%,i,11.4%,i
Cc1cccc(C)c1NC(=O)CN(c1c(C)cccc1C)S(C)(=O)=O,-0.2,11.4%,19.1%,-15.0%,4.8%,6.2%,i,-21.1%,i
C(=N\n1cnnc1)/c1ccc2c(c1)OCCO2,16.5,-2.5%,-3.7%,6.9%,-2.0%,-8.3%,i,0.0%,i
COc1cccc(NC(=O)CCC2CCN(C(=O)c3c(C)noc3C)CC2)c1,-1.8,-2.9%,0.5%,0.0%,5.7%,1.5%,i,-8.6%,?
CCCC(=O)c1cc(F)c(N2CCN(C(=O)OCC)CC2)cc1C,29.2,-1.3%,15.8µM*,4.0%,-9.5%,-9.6%,i,?,i

Two of these compounds, reformatted:
The line under a structure holds: DRD3 antagonist | aSyn rescue | TDP43 rescue | FUS yeast rescue | GLP-1R agonist | Abeta yeast res | pAkt inh | GLP-1R inv ag | PTHR1 agonist
Cc1ccc(C(=O)C2=C(O)C(=O)N(c3ncccn3)C2c2ccc(Br)cc2)o1 (stereo unspecified)
→ ? | -9.0% | -13.5% | 20.4% | 4.9% | -49.2%[inhibitor] | i | 11.8% | i
Cc1cc([N+](=O)[O-])nn1Cc1noc(C(=O)NCCc2ccccn2)n1
→ 11.1 | -1.7% | 11.1% | -11.3% | 0.1% | 2.9% | i | 11.2% | -22.9%

Not all compounds are listed; the hit share may differ from the screen's.
